Assay outcomes: PubChem, several laboratories
RGS4 act: RGS4 potentiation or activation; HEK293 M3R/inducible RGS4, carbachol calcium flux Fluo4; active compounds read low; B-score at 10 µM; actives 0.92% (n = 310,000); AID 463111;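 active = B-score of the integrated calcium signal more than 4 SD below the library mean, with starting fluorescence not abnormally high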;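 note: negative B-score means reduced calcium response which marks RGS4 activation or potentiation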
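Material: M3R-expressing HEK293 line, RGS4 induced by doxycycline | Schedule: Overnight RGS4 induction, 30 min dye load 37 °C, 20 min compound RT | Measured by: Fluo4 fluorescence kinetic imaging of calcium | Read-out: Integrated calcium ratio converted to B score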
hERG protect: shields human hERG channel from block by proarrhythmic agents; Q12809; CHO-hERG, FluxOR thallium flux, dofetilide IC70 present; activation (rescue from dofetilide block), less the hit threshold, % at 10 µM; actives 0.51% (n = 310,000);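 active = activation above the mean of controls blocked by dofetilide plus 5 SD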;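 note: thallium influx through hERG after potassium depolarization seen as dye fluorescence rise; in these data hits start at about 4.7%; inactives centre near -7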
PolyA inh: inhibitors of polyadenylation in S. cerevisiae. AID 1875. S. cerevisiae SKY197-pL101 polyadenylation reporter, beta-gal luminescence; efflux-impaired pdr1/pdr3 knockout yeast; score 100 = 6 SD above DMSO. actives 0.02% (n = 300,000). calls only at 12 µM;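 active = lowest replicate activity score at least 50, where 100 means six control SD above control mean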;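 note: yeast exposed to compound for 9 h at 30 °C; higher score means more reporter readthrough which indicates perturbed polyadenylation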
KCNQ1 inh: inhibitors of human KCNQ1 potassium channel. B-score at 10 µM. CHO-K1 KCNQ1, FluxOR thallium flux fluorescence; active compounds read high. actives 1.3% (n = 310,000). P51787;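 active = compounds whose thallium flux B-score, printed positive for inhibition, exceeds three library SD while starting fluorescence stays within three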;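 note: channel opened by potassium depolarization with thallium stimulus after 20 min compound exposure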
Target sequence (P51787 whole entry, looked up): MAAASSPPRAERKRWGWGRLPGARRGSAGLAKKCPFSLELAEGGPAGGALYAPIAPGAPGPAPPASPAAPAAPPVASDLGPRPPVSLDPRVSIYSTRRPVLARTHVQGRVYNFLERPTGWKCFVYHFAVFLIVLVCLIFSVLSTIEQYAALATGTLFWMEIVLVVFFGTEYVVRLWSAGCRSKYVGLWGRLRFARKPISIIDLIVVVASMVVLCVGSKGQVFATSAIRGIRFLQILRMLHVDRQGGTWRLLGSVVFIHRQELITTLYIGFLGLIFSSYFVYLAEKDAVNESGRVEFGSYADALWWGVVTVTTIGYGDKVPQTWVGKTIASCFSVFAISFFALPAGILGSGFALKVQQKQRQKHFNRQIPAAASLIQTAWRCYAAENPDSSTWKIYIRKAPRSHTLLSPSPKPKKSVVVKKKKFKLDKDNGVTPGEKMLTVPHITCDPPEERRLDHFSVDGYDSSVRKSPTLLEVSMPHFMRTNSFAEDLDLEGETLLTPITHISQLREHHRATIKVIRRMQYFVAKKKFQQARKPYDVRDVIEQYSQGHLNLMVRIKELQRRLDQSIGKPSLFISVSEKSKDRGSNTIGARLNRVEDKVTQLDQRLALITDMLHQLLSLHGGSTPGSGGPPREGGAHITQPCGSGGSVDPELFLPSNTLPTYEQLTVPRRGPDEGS
GSK3beta inhib: inhibitors of human GSK3beta kinase; P49841; GST-GSK3beta kinase, ADP-Glo luminescence, 60 min; active compounds read low; activity score (negative = inhibition), % at 10 µM; actives 0.038% (n = 300,000); AID 2097;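 active = more than half of replicate wells score below -50%, meaning over 50% inhibition versus plate controls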;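 note: 0% = median DMSO wells and -100% = median GW8510 positive control wells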
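Assay system: GST-tagged human GSK3beta kinase, cell-free; Input: 1.6 ng GSK3beta; Medium: Tris/MgCl2 kinase buffer; Timing: 60 min enzyme reaction, room temperature; Signal: ADP-Glo luminescence quantifying ADP generated by kinase; Evaluation: score relative to plate controls; Benchmarks: DMSO neutral wells and GW8510 at 20 µM as positive.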
GSK3 alpha inh: inhibitors of human GSK-3 alpha kinase; P49840; inhibition, % at 10 µM; actives 0.1% (n = 320,000); ADP-Glo luminescence, 60 min;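 in the data active = inhibition above about 50%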;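 note: GST-tagged GSK-3 alpha with peptide substrate and 25 µM ATP; 0% = DMSO neutral wells and 100% = GW8510 positive control wells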
KCNK9 inh: inhibitors of human KCNK9 two-pore domain potassium channel. AID 488922. actives 1.2% (n = 310,000). HEK293 KCNK9, FluxOR thallium flux fluorescence; active compounds read low. Q9NPC2. B-score at 10 µM;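 active = ratio B-score over 3 SD below the library mean, with starting fluorescence within 5 SD of its mean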;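 note: negative B-score means less thallium flux so channel inhibition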
Target sequence (Q9NPC2 whole entry, looked up, the tested form may be a part): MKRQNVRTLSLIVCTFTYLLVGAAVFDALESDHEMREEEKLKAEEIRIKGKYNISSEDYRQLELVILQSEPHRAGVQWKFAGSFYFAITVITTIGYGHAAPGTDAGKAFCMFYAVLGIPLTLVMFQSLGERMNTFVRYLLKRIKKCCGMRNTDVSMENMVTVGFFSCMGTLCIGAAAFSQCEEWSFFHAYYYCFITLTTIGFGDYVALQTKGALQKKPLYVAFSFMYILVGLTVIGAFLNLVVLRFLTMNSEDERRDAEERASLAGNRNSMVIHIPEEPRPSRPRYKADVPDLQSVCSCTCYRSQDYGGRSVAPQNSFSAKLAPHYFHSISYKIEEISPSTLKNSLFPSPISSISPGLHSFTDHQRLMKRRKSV
KCNQ1 pot: potentiates or activates the human KCNQ1 potassium channel; CHO-K1 KCNQ1, thallium flux FluxOR fluorescence; active compounds read high; AID 2648; P51787; actives 0.35% (n = 310,000); B-score at 10 µM;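 active = fluorescence ratio B-score, a plate-corrected score, at least three library SD, with initial intensity B-score within 5 SD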
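Schedule – 37 °C overnight plating, 90-min dark dye load, 20-min compound pretreatment · System – stable KCNQ1 CHO-K1 line · Probe or stimulus – thallium- and potassium-containing depolarizing buffer · Measured by – kinetic FluxOR fluorescence, 10 s baseline plus 110 s post-stimulus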
KCNK3 inh: human KCNK3 channel inhibition, primary screen; O14649; CHO-KCNK3 thallium flux, FluxOR fluorescence; active compounds read low; B-score at 10 µM; actives 0.84% (n = 340,000);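 active = B-score under library mean minus 4 SD, starting fluorescence ratio at most library mean plus 5 SD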;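 note: more negative B-score means stronger inhibition of thallium flux through KCNK3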
RGS4 block: inhibitors of human RGS4 | P49798 | HEK293 M3R/RGS4 inducible, Fluo-4 calcium flux; active compounds read high; triggered by carbachol at its EC20 | B-score at 10 µM | actives 0.45% (n = 310,000);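 active = B-score, a plate-corrected calcium signal, over three deviations above library mean, with baseline fluorescence within five deviations of library mean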;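 note: RGS4 expression induced by doxycycline in cells with stable M3 receptor; B-score is computed from the integrated fluorescence ratio over baseline after carbachol; higher B-score means a larger calcium signal and so more RGS4 inhibition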
Dyrk1A ADPGlo: blocks rat Dyrk1A kinase activity. Q63470. ADP-Glo luminescence, NFATc1 peptide. inhibition, % at 12.5 µM. actives 0.43% (n = 310,000). AID 504441; in the data active = inhibition above about 50%;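 note: plate controls were vehicle with enzyme for no effect and no enzyme for full effect; many of its hits are not listed in these tables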
An asterisk follows results filed as active; i = inactive; · = no result given. Only part of the results is shown, so the mix of outcomes need not match the whole.

SMILES	RGS4 act	hERG protect	PolyA inh	KCNQ1 inh	GSK3beta inhib	GSK3 alpha inh	KCNK9 inh	KCNQ1 pot	KCNK3 inh	RGS4 block	Dyrk1A ADPGlo
CCOC(=O)C1CCN(C(=O)COc2ccc(S(=O)(=O)N3CCCC3)cc2C)CC1	i	-6.1	i	i	-2.0	-0.6	i	i	i	i	2.2
c1ccc2nc3c(nc2c1)CCCC3	i	-1.3	i	i	-2.4	0.7	i	i	i	i	-1.1
O=S(Cc1ccc(Br)cc1)Cc1nnc(SCc2c(F)cccc2Cl)n1-c1ccccc1 (stereo not drawn)	i	-16.7	i	i	-1.0	1.1	i	i	i	i	1.6
CCOc1ccc(-c2nnn(CC(=O)N3CCN(c4ccc(F)cc4)CC3)n2)cc1OCC	i	-5.1	i	i	0.7	-3.1	i	i	i	i	-3.7
CCN1CCN(c2cc(C(C)C)nc3c(-c4ccccc4)c(C)nn23)CC1	i	-11.2	i	i	-1.1	-0.7	i	i	i	i	·
COc1ccc(C(CC(=O)O)NC(=O)c2ccccc2[N+](=O)[O-])cc1 (stereo not drawn)	i	-4.0	i	i	2.9	-1.5	i	i	i	i	-7.5
CC(NC(=O)c1ccc(Br)s1)C1CCCO1 (stereo not drawn)	i	-10.4	i	i	1.9	-1.1	i	i	i	i	3.5
C=CCn1c(COc2ccccc2)nnc1SCC(=O)N/N=C/c1cc(Cl)ccc1O	i	-5.7	i	i	2.5	-1.1	i	i	i	i	5.7
O=C1OCCC1Sc1nnc(-c2ccc3c(c2)OCO3)o1 (stereo not drawn)	i	-2.6	i	i	1.9	37.0	i	i	i	i	28.0
CN1CCN(CCCNC(=O)c2ccc(/C=C3/Sc4ccccc4N(Cc4cccc(Cl)c4)C3=O)cc2)CC1	-7.66*	-19.9	i	11*	-4.1	·	-7.15*	i	-9.42*	i	4.8
Cc1cc(OCC(=O)O)c2ccccc2n1	i	-8.7	i	i	2.4	-2.1	i	i	i	i	1.4
COc1cc(C(=O)Nc2c(C)cc(C)cc2C)c(-n2cnnn2)cc1OC	i	-10.5	i	i	-6.4	-0.9	i	i	i	i	-3.2
Cc1cc(=O)[nH]c2n[nH]c(-c3ccccc3)c12	i	0.3	i	i	-1.0	·	i	i	i	i	32.3
CCN=C1SC(C(=O)Nc2cccc(OCC)c2)CC(=O)N1CC (stereo not drawn)	i	-13.6	i	i	0.2	-2.1	i	i	i	i	-4.2
COC(=O)C1=C2SC(C)C(=O)N2C(N)=C(C#N)C1c1ccc(OC)c(OC)c1 (stereo not drawn)	i	-12.9	i	i	0.2	·	i	i	i	i	-7.8
CC(C)(C)N(Cc1cc2ccccc2[nH]c1=O)C(=O)c1ccco1	i	-7.3	i	i	0.2	2.9	i	i	i	i	-0.5
CN(C)S(=O)(=O)N1CCC(Oc2cccc(C(=O)NC3CCCCC3)c2)CC1	i	-13.1	i	i	-2.8	-1.0	i	i	i	i	-1.6
O=C(NC(=S)NCc1cccnc1)c1cc(Br)ccc1Cl	i	-7.1	i	i	-2.9	6.6	i	i	i	i	·
Cc1ccc(C(=O)COC(=O)CNC(=O)CNC(=O)c2ccc(C)cc2)cc1	i	-9.0	i	i	-4.8	-0.4	i	i	i	i	-4.1
Cc1ccc(-n2c(N)c(C(=O)Nc3ccccc3F)sc2=S)cc1C	i	-1.9	i	i	0.1	-1.9	i	i	i	i	4.8
CCC(=O)NC(=S)Nc1cccc(NC(=O)c2ccccc2Cl)c1	i	-4.7	i	i	-4.3	1.6	i	i	i	i	17.7
Oc1ccc(Cl)cc1-c1cc(-c2ccco2)[nH]n1	i	-8.1	i	i	-3.6	2.3	i	i	i	i	37.4
Cc1ccc(C2=NS(=O)(=O)N(C)C(C(=O)NCc3ccc4c(c3)OCO4)=C2)cc1	i	-11.3	i	i	-1.1	-1.1	i	i	i	i	1.1
CC(=O)N1c2ccc(S(=O)(=O)N3CCCCC3)cc2CC1C(=O)Nc1cccc(C)c1 (stereo not drawn)	i	-7.8	i	i	1.5	0.0	i	i	-11.2*	i	-2.4
CSc1nnc2c(n1)OC1(Nc3ccccc3-2)C(=O)Nc2ccccc21 (stereo not drawn)	i	-4.2	i	i	-2.1	-2.2	i	i	i	i	1.5

Overlap with the part before: 2 compounds, then new ones.
SMILES	RGS4 act	hERG protect	PolyA inh	KCNQ1 inh	GSK3beta inhib	GSK3 alpha inh	KCNK9 inh	KCNQ1 pot	KCNK3 inh	RGS4 block	Dyrk1A ADPGlo
CC(=O)N1c2ccc(S(=O)(=O)N3CCCCC3)cc2CC1C(=O)Nc1cccc(C)c1 (stereo not drawn)	i	-7.8	i	i	1.5	0.0	i	i	-11.2*	i	-2.4
CSc1nnc2c(n1)OC1(Nc3ccccc3-2)C(=O)Nc2ccccc21 (stereo not drawn)	i	-4.2	i	i	-2.1	-2.2	i	i	i	i	1.5
CCOCC(=O)Nc1nnc(COCC)s1	i	-11.2	i	i	-0.9	-1.0	i	i	i	i	11.4
C=CCc1ccccc1OCC(O)CN1CCN(C(=O)OCC)CC1 (stereo not drawn)	i	-6.1	i	i	3.7	-5.5	i	i	i	i	6.0
Cc1cccc(Nc2nnc(SCC3CCCCO3)s2)c1 (stereo not drawn)	i	-13.3	i	i	1.5	0.0	i	i	i	i	-2.5
Cc1ccc(C)c(N2CCN(C(=O)CCc3nc4ccccc4[nH]3)CC2)c1	i	-7.0	i	i	1.7	0.2	i	i	i	i	0.9
CCC(C)N1CCN(C(=O)c2cc(OC)cc(OC)c2)CC1 (stereo not drawn)	i	5.2*	i	i	-0.1	0.5	i	i	i	i	10.6
COc1cc(S(=O)(=O)N2CCC(N3CCCCC3)CC2)ccc1-n1cnnn1	i	-4.0	i	i	0.1	·	i	i	i	i	8.7
O=C(CCCNS(=O)(=O)c1ccc(Cl)c(Cl)c1)NCCc1ccccn1	i	-18.1	i	i	2.6	-1.9	i	i	i	i	-5.0
N/C(=N\OC(=O)c1ccc(Cl)c([N+](=O)[O-])c1)c1ccccn1	i	-7.8	i	i	-1.6	-0.6	i	i	i	i	8.0
CC(C)OC(=O)CSc1nnc(CNc2cccc(Cl)c2)n1C	i	-5.9	i	i	-3.7	2.8	i	i	i	i	-4.2
CCOc1ccc(C2C([N+](=O)[O-])=C(C)N(C)C(=O)N2C)cc1OC (stereo not drawn)	i	-1.5	i	i	4.6	-1.5	i	i	i	i	-3.0
COc1ccc(NS(=O)(=O)c2ccc(O)c(C(=O)OCC(=O)Nc3ccc4c(c3)OCCO4)c2)cc1	i	-2.5	i	i	1.9	0.7	i	i	i	i	-4.4
CS(=O)(=O)Nc1cccc(C2=NN(S(=O)(=O)c3ccc(F)cc3)C(c3cccs3)C2)c1 (stereo not drawn)	i	-14.8	i	i	2.1	-2.2	i	i	i	i	-4.8
CC(C)CNC(=O)C(=O)NNC(=O)C1CCCCC1	i	-3.7	i	i	2.3	-1.0	i	i	i	i	-1.0
CC(C)Nc1nnc(SC(C)C(=O)N(C)C2CCCCC2)s1 (stereo not drawn)	i	-4.8	i	i	-10.4	-1.2	i	i	i	i	-8.6
O=C1CNC(=O)/C1=C/c1ccccc1	i	-4.1	i	i	1.8	-0.6	i	i	i	i	0.8
O=C(Nc1cccc2cccnc12)c1ccc2c(c1)OCCO2	i	-7.4	i	i	-1.9	-2.4	i	i	i	i	20.7
CCOC(=O)C1=C(O)/C(=C/c2ccccn2)SC1=Nc1ccc(Cl)cc1	i	-5.2	i	i	-1.5	-16.1	i	i	i	i	-6.3
O=C(Nc1ccccc1C(=O)O)c1ccc(Cl)c(S(=O)(=O)N2CCOCC2)c1	i	-8.3	i	i	6.5	·	i	i	i	i	-1.5
O=C(c1cc(COc2cccc3cnccc23)on1)N1CCCC(CCCO)C1 (stereo not drawn)	i	-24.1	i	14*	-2.1	3.0	i	i	i	i	13.5
CCN(CC)CCNC(=O)Cc1nn(Cc2ccccc2)c(=O)c2ccccc12	i	-16.2	i	i	-1.2	0.7	i	i	i	i	-7.1
Cn1cc(CNCc2cn(C)nc2-c2ccc(C3CCCCC3)cc2)cn1	i	-5.7	i	i	2.1	2.2	i	i	i	i	-1.7
N#CC1=C2N=C(N)c3ccccc3N2C2=C(C(=O)CCC2)C1c1ccccc1F (stereo not drawn)	i	-10.1	i	i	-2.6	-0.8	i	i	i	i	3.5
C/C(CC(=O)Nc1cc(C)ccn1)=N\NC(=O)C(=O)NC(C)C	i	-7.2	i	i	-1.8	9.7	i	i	i	i	-1.9
Cc1cc(C)n2nc(C(=O)NC(c3ccccc3)c3ccccc3)nc2n1	i	-15.1	i	i	0.9	0.0	i	i	i	i	·
Cc1cccc(N2CC(=O)N(c3cccc(C)c3)CC2=O)c1	i	-15.4	i	i	1.8	0.7	i	i	i	i	5.7

Some of the entries so far, with two lines to a compound.
Values run as follows: RGS4 act	hERG protect	PolyA inh	KCNQ1 inh	GSK3beta inhib	GSK3 alpha inh	KCNK9 inh	KCNQ1 pot	KCNK3 inh	RGS4 block	Dyrk1A ADPGlo
- O=C(CCCNS(=O)(=O)c1ccc(Cl)c(Cl)c1)NCCc1ccccn1
    i	-18.1	i	i	2.6	-1.9	i	i	i	i	-5.0
- N/C(=N\OC(=O)c1ccc(Cl)c([N+](=O)[O-])c1)c1ccccn1
    i	-7.8	i	i	-1.6	-0.6	i	i	i	i	8.0
- CC(C)OC(=O)CSc1nnc(CNc2cccc(Cl)c2)n1C
    i	-5.9	i	i	-3.7	2.8	i	i	i	i	-4.2
- CCOc1ccc(C2C([N+](=O)[O-])=C(C)N(C)C(=O)N2C)cc1OC (stereo not drawn)
    i	-1.5	i	i	4.6	-1.5	i	i	i	i	-3.0
- COc1ccc(NS(=O)(=O)c2ccc(O)c(C(=O)OCC(=O)Nc3ccc4c(c3)OCCO4)c2)cc1
    i	-2.5	i	i	1.9	0.7	i	i	i	i	-4.4
- CS(=O)(=O)Nc1cccc(C2=NN(S(=O)(=O)c3ccc(F)cc3)C(c3cccs3)C2)c1 (stereo not drawn)
    i	-14.8	i	i	2.1	-2.2	i	i	i	i	-4.8
